From PubChem BioAssay
Hsp70 displacement: Hsp70 inhibitors, probe displacement, primary screen, biochemical, fluorescence polarization (AID 583) | Heat shock 70 kDa protein 1A (Homo sapiens) | Hsp70 fluorescence polarization probe displacement, mP; higher % means a stronger effect | 140,000 compounds, 0.06% hits | one-dose displacement, % at 20 µM; IC50 in µM for titrated hits; in the data active = displacement above about 50%;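 also: plate controls were vehicle for no effect and reference ligand for full effect; a part of the inactive calls stands beside numbers as strong as those of hits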
MKP-3 inhibition: MKP-3 phosphatase inhibitors, primary screen, biochemical, rat enzyme, in vitro (AID 425); inhibition, % at 20 µM; hits with a dose series show IC50 in µM; recombinant MKP-3 phosphatase activity, fluorescence; higher % means a stronger effect; Dual specificity protein phosphatase 6 (Rattus norvegicus); 110,000 compounds, 0.17% hits; in the data active = inhibition above about 50%;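 also: plate controls were vehicle for no effect and reference inhibitor for full effect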
An asterisk follows results filed as active; · = not tested or not shown; & = joins results of further samples.

cpd | Hsp70 displacement | MKP-3 inhibition | Structure
1 | 3.5% | 0% | CCOc1ccc(CC(=O)C2C(=O)CCCC2=O)cc1OCC
2 | 13% | · | COc1cc(CNc2ccc3[nH]c(=O)[nH]c3c2)cc(Cl)c1OCC(=O)NC(C)(C)C
3 | 0.6% | 3% | O=C(N/C(=C/c1ccco1)C(=O)N1CCCCC1)c1ccc(Cl)cc1
4 | 0.5% | -2% | O=C(CSc1nc(-c2ccc(F)cc2)cs1)N1CCN(C(=O)c2ccco2)CC1
5 | -0.3%&0.5% | -10%&1% | O=C(c1ccc2c(c1)OCO2)N1CCN(c2ccc(Cl)cc2)CC1
6 | 10% | -6% | COc1ccccc1OCCC(=O)OCCN1C(=O)c2ccccc2C1=O
7 | 1.2% | 1% | CCc1ccc(N2C(=O)/C(=C/c3ccc(OCC(=O)O)c(OC)c3)C(=O)NC2=S)cc1
8 | -1.1% | 2% | COc1ccc(Cn2nnc(-c3ccccc3)n2)cc1
9 | -1.4% | 6% | COc1ccc(-c2nnc(SCC(=O)c3cc(C)n(Cc4cccs4)c3C)o2)cc1
10 | -1.4% | 0% | COC(=O)C(CCSC)NC(=O)c1cccs1 (stereo not drawn)
11 | -5.4% | · | CCCCNC(=O)CSc1nnc(-c2ccc(S(=O)(=O)N3CCCC3)cc2)n1C
12 | -3.5% | -5% | Cc1cc(Nc2ccc(F)cc2C)n2ncnc2n1
13 | 8.4% | -2% | Cc1nc2c(c(=O)n1Cc1ccco1)c1nc3ccccc3nc1n2Cc1ccccc1
14 | 0.9% | 5% | c1cc2c3c(cccc3c1)NC1(CCCCCC1)N2
15 | -8.2% | -5% | COc1ccc(Cc2nnc3n2N=C(c2cc4ccccc4o2)CS3)cc1OC
16 | -0.8% | 3% | COc1ccccc1C/C(N)=N/OC(=O)c1ccc(Cl)cc1
17 | 3.3% | 4% | COC(=O)c1ccc(/C=C2\C=C(c3ccc(Cl)cc3)OC2=O)cc1
18 | -2.3% | -11% | CCOC(=O)C1=C(CC)Nc2ccccc2N=C1NC(=O)Cn1cnc2ccccc2c1=O
19 | 3.6% | -3% | COc1ccc2cc3cc(C(=O)NCCN4CCN(c5ccccc5F)CC4)oc3nc2c1
20 | 3.9% | -1% | COc1ccc(N2CCN(C(CNC(=O)c3ccco3)c3cccnc3)CC2)cc1 (stereo not drawn)
21 | 3.9% | 1% | CCn1nc(CC(=O)Nc2ccc(-n3cnnn3)c(C)c2)c2ccccc2c1=O
22 | -0.5% | · | O=C(CN1C(=O)c2ccccc2S1(=O)=O)Nc1ccccc1
23 | -6.3% | 3% | Oc1cccc2ccc(Nc3ccccn3)nc12
24 | 1.4% | 2% | Cn1c(=O)c2c(O)cc(=O)[nH]c2n(-c2ccccc2)c1=O
25 | 8.2% | · | O=C(O)CC(C(=O)Nc1ccc(Cl)c(Cl)c1)C1CCCO1 (stereo not drawn)
26 | -2.4% | 0% | CCN(CC)c1ccc(NC(=O)/C(=C\c2ccccc2)NC(C)=O)cc1
27 | -3.1% | 0% | O=C(CCC1N=C2c3ccccc3N=C(SCc3cccc(Cl)c3)N2C1=O)NCc1ccco1 (stereo not drawn)
28 | -2.4% | 2% | O=S1(=O)C=CC(Sc2nc3ccccc3[nH]2)C1 (stereo not drawn)
29 | -3.1% | 1% | COc1ccc2c(c1)-c1c(ssc1=S)C(C)(C)N2C(=O)CSc1nnc(C)s1
30 | 2.5% | -5% | C=C(C)CSc1nnc(-c2ccccc2)n1N
31 | 2.4% | -2% | O=C1C(c2ccc(F)cc2)N(Cc2ccc3c(c2)OCO3)C(=O)CN1C1CCCCC1 (stereo not drawn)
32 | 2.1% | 3% | COc1cccc(OCC(=O)NNC(=O)c2ccccc2C)c1
33 | 16% | -7% | Cc1ccccc1Cn1ccc(NC(=O)c2cnn3cccnc23)n1
34 | -6.4% | 1% | CC(=O)NN1C(=O)/C(=C\c2ccc(O)c([N+](=O)[O-])c2)SC1=S
35 | 0.2% | 0% | COc1cc(C#CC#CCN2CCOCC2)ccc1O
36 | 9.6% | 2% | Cc1ccc2nc(NC(=O)CNS(=O)(=O)c3ccc(Br)s3)sc2c1
37 | -3.3% | 0% | COc1ccc(/C=C2\SC(=S)N(CC(=O)OCCN(C)C)C2=O)cc1
38 | -1.1%&7.1% | -5%&0% | CCOC(=O)C1=C(C)NC(=O)NC1c1ccco1 (stereo not drawn)
39 | 0.4% | · | COc1ccc(CCNc2ccncn2)cc1
40 | 0.6% | 1% | C=CCOC(=O)COc1ccc2c(C)c(C)c(=O)oc2c1C
41 | · | -10% | COc1ccc(NC(=O)CCSc2nnc(C)s2)cc1
42 | -2.3% | -15% | COc1ccc2[nH]c(=O)c(CN(CCCN(C)C)C(=O)Nc3ccc(F)cc3)cc2c1
43 | -0.2% | -7% | CCn1nc(C(=O)NC2=NCCS2)c2ccccc2c1=O
44 | 2.1% | -11% | O=C(C1CCCCN1S(=O)(=O)c1ccc(F)cc1)N1CCN(c2ccccc2F)CC1 (stereo not drawn)
45 | · | -7% | CCN(CC)C(=O)NC1CC2CCCC(C1)N2Cc1ccccc1 (stereo not drawn)
46 | · | 2% | O=C1N=C(c2ccccc2)C(c2ccccc2)N1 (stereo not drawn)
47 | -2.3% | -11% | COC(=O)CC(C(=O)Nc1cc(C(=O)OC)cc(C(=O)OC)c1)N1CCN(C)CC1 (stereo not drawn)
48 | 1.0% | · | CCOC(=O)Cc1csc(NC(=O)c2ccncc2)n1
49 | · | 0% | COc1cc2c(C(=O)Nc3ccc4c(c3)OCO4)cn(CC(C)C)c(=O)c2cc1OC
50 | 8.0% | -4% | Cn1c(-c2ccc3c(c2)OCO3)cnc1NC(=O)CCC(=O)NCCc1ccccc1
51 | 3.0% | -12% | Oc1ccc(CNC2CCCCC2)cc1
52 | -0.7% | -2% | COc1ccc(-c2noc(-c3ccc(C(C)(C)C)cc3)n2)cc1OC
53 | 3.5% | -3% | Cc1ccc(C(=O)CC2(O)C(=O)N(C)c3ccc(Br)cc32)c(C)c1 (stereo not drawn)
54 | 3.0% | -2% | COc1ccc(Cc2nnc(SCC(=O)NC(C)c3ccccc3)o2)cc1 (stereo not drawn)
55 | -3.2% | 4% | CCOC(=O)c1cccc(N2C(=O)C3C4c5ccccc5C(CC)(c5ccccc54)C3C2=O)c1 (stereo not drawn)
56 | -0.1% | -11% | CC(=O)c1c(C)n([O-])c2ccc(C)cc2[n+]1=O
57 | 2.0% | 3% | COc1cccc(OCCOc2ccc(/C=C3/SC(=S)NC3=O)cc2)c1
58 | 2.0% | 0% | Cc1ccc(CN2CCC(C(=O)NCCC(C)C)CC2)o1
59 | -4.6% | 3% | CN(C)Cc1c(O)ccc2c(=O)c(-c3ccccc3)coc12
60 | -3.0% | -7% | O=C(O)c1ccccc1C(=O)Nc1ccccc1

Other records follow.
cpd | Hsp70 displacement | MKP-3 inhibition | Structure
61 | -3.3% | · | COc1cc2c(cc1OC)C(C(=O)N1CCN(c3ccccc3)CC1)C(c1cccs1)N(C)C2=O (stereo not drawn)
62 | 1.1% | -7% | O=C(Nc1cccc(Cl)c1)NC1CCCCC1
63 | 3.3% | 0% | O=C(NNS(=O)(=O)Cc1ccccc1)c1ccc([N+](=O)[O-])cc1
64 | -6.0% | · | CCC(c1nnnn1C(C)(C)C)N(Cc1cccs1)Cc1cc2cc(C)c(C)cc2n2nnnc12 (stereo not drawn)
65 | 0.6% | 1% | CC(NC(=O)CSCc1cccc(Br)c1)c1ccccc1 (stereo not drawn)
66 | 7.4% | -7% | Cn1c(=O)cc(SCC(=O)Nc2ccc3c(c2)OCO3)c2ccccc21
67 | 1.0% | -6% | N=c1c2c3c(sc2nc2n1CCC2)CCCC3
68 | -7.5% | 4% | CCOC(=O)C1=C(O)/C(=C/c2ccc(OC)cc2OC)SC1=Nc1ccccc1
69 | 2.0% | 0% | CCOC(=O)N1CCN(c2c(NCCCN(CC)c3cccc(C)c3)c(=O)c2=O)CC1
70 | -1.1% | 1% | COc1cccc(OCCCOc2cccc3ccccc23)c1
71 | -1.9% | 0% | Cc1cc(C)nc(NS(=O)(=O)c2ccc(NC(=O)c3cc(Cl)cc(Cl)c3)cc2)n1
72 | -1.1% | -1% | COc1cccc(C2=NN(C(=O)c3ccccn3)C(O)(C(F)(F)F)C2)c1 (stereo not drawn)
73 | -2.4% | · | O=c1[nH]c2ccccc2c(=O)n1CCCO
74 | 2.8% | -5% | O=C(CSc1nnnn1-c1ccccc1)c1cc2ccccc2oc1=O
75 | 5.0% | -1% | Brc1ccc(C=Nc2ccc(Oc3ccccc3)cc2)s1
76 | 0.9% | 9% | COc1ccc(C2CC(=O)C3=C(C2)Nc2ccccc2NC3c2ccc(Cl)c([N+](=O)[O-])c2)cc1 (stereo not drawn)
77 | -3.2% | 4% | CC1=NN(c2cccc(C(=O)O)c2)C(=O)/C1=C\c1ccc(C)cc1
78 | 3.9% | -5% | CCC(C)[C@H](NC(=O)NCc1ccccc1Cl)C(=O)OC (stereo partly drawn)
79 | -2.3% | 4% | COC(=O)Nc1ccc(S(=O)(=O)N2CCCC(C(=O)Nc3cccc4c3OCCO4)C2)cc1 (stereo not drawn)
80 | 2.6% | -13% | C=CCn1c(SCCN2CCCCC2)nc2c1c(=O)[nH]c(=O)n2C
81 | 1.5% | -2% | Cc1c(C(=O)NC(C)c2ccccc2)cccc1[N+](=O)[O-] (stereo not drawn)
82 | 0.0% | -2% | COCCNC(=O)c1cc2cc(Br)cc(OC)c2oc1=O
83 | -0.4% | · | O=S(=O)(c1ccccc1)N1CCN(c2ncccn2)CC1
84 | 1.3% | 4% | O=C(COc1ccccc1Cl)NNC(=O)c1ccncc1
85 | 1.5% | -3% | COC(=O)c1ccccc1NC(=O)NCc1ccc2c(c1)OCO2
86 | -6.6% | -5% | CC1Oc2ccccc2N(CC(=O)c2cccc(Cl)c2)C1=O (stereo not drawn)
87 | -2.0% | 1% | CCOC(=O)c1c(NC(=O)COc2ccccc2C)sc(C(=O)Nc2ccc(C)cc2C)c1C
88 | -19% | 2% | COc1ccc(-c2csc(/C(C#N)=C/c3sccc3C)n2)cc1OC
89 | 0.4% | 0% | Cc1c(NC(=S)NC(C)(C)C)c(=O)n(-c2ccccc2)n1C
90 | 3.2% | 2% | Clc1ccccc1CN1CCN(C2CCN(Cc3ccccc3)CC2)CC1
91 | -1.2% | -2% | Cc1ccc2[nH]c(C(=O)O)c(-c3ccccc3)c2c1
92 | 2.3% | 4% | CCN1C(=O)c2cccc3c(S(=O)(=O)Nc4nc(C)cs4)ccc1c23
93 | -2.3% | 6% | CCCOc1ccc(C(=O)Nc2ccc(N3CCCCC3)cc2)cc1
94 | 0.6% | 1% | COCCn1nnnc1C(c1ccccc1Cl)N1CCN(c2ccccc2OC)CC1 (stereo not drawn)
95 | -4.1% | 1% | CCCCP(=O)(CCCC)COc1ccc(Br)cc1
96 | -2.5% | 4% | Cc1ccccc1OCCn1cc(/C=C2/SC(=S)N(C)C2=O)c2ccccc21
97 | 3.8% | -1% | O=C1Nc2ccc(Br)cc2/C1=C/c1ccc2ccccc2n1
98 | -2.2% | 10% | O=C(Nc1cccnc1)c1cc(-c2ccc3c(c2)OCO3)on1
99 | -0.8% | · | COC(C(=O)Nc1ccc(S(=O)(=O)N2CCCCC2)cc1)c1ccccc1 (stereo not drawn)
100 | 2.7% | -6% | O=C(CSc1nnc(-c2ccccn2)n1Cc1ccccc1)N1CCCC1
101 | 1.4% | -2% | CC1=C(C(=O)Nc2ccccn2)C(c2ccc(F)cc2)n2ncnc2N1 (stereo not drawn)
102 | -0.5% | 4% | CCOC(=O)C(=CNc1ccc(Cl)cc1Cl)C(=O)OCC
103 | 1.2% | -6% | COc1ccc(CCNC(=O)c2c(O)c3cccc4c3n(c2=O)CC4)cc1OC
104 | 1.4% | · | COc1cc(OC)nc(NC(=O)CS(=O)(=O)c2ccccc2)n1
105 | 1.0% | -2% | Fc1ccc(-c2csc3nnc(SCc4cccnc4)n23)cc1
106 | 4.8% | · | COC(=O)CNC(=O)CN1C(=O)N(c2cccc(Cl)c2)C(N(O)C(=O)Nc2cccc(Cl)c2)C1(C)C (stereo not drawn)
107 | 3.3% | 0% | CCOc1ccc(N(CC(=O)N2CCCCC2)S(=O)(=O)c2ccc(Br)cc2)cc1
108 | -0.7% | · | COc1ccc(CN2C3CCCC2CC(NC(=O)Nc2ccccc2C)C3)cc1 (stereo not drawn)
109 | 1.2% | · | Cc1ccccc1N1CCN(S(=O)(=O)c2ccccc2)CC1
110 | 8.0% | · | CCOc1ccc(C(=O)SC2=NCCS2)cc1
111 | 9.2% | · | O=C(CCCn1c(=O)[nH]c2cc(Cl)ccc2c1=O)NCCC1=CCCCC1
112 | -14% | 1% | COc1cc(/C=C2\SC(=Nc3ccc(O)cc3)NC2=O)ccc1O
113 | 1.0% | -22% | O=C(CN1CCOCC1)Nc1cccc(Br)c1
114 | 10% | -3% | CCn1c(NC2CCCCC2)nc2ccccc21
115 | 0.7% | · | c1ccc(-c2noc(-c3ccccc3-c3ccccc3)n2)cc1

Not all compounds are listed; rates above refer to the full screens.
